# beta cell repl – MIN6 beta-cell proliferation induction; 0.29% of 330,000 active; proliferation, % at 10 µM; MIN6 cells proliferation, ATPlite luminescence, 48 h; cells starved in 0.2% serum; 100% = growth in 10% serum;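 active = compounds whose signal lies at least 3.5 SD above the mean of all wells on their plate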;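 also: 0% = DMSO-treated cells in low-serum medium and 100% = 10% serum control; some compounds called inactive have numbers as strong as hits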
# MPTP block – permeability transition pore inhibition; isolated mouse mitochondria, Ca2+ swelling absorbance, 30 min; inhibition, % at 10 µM; 1.4% of 360,000 active; AID 602449;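 active = inhibition of 50% or more, scaled per plate between neutral and stimulator controls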;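 also: 0% = DMSO wells given calcium and 100% = 1 mM EGTA wells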
# tim10-1 inh – inhibits growth of tim10-1 mutant yeast; S. cerevisiae tim10-1 ts strain growth, BacTiter-Glo, 24 h; 2.2% of 330,000 active; AID 463190; inhibition, % at 20 µM;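 active = inhibition of at least 40%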;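 also: mutant grown at 25 °C; 0% = DMSO wells with yeast and 100% = wells holding no yeast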
# NALP3 yeast inh – blocks the NALP3 inflammasome reconstituted in yeast. Yeast reconstituted NLRP3/ASC/caspase-1, beta-gal luminescence, 24 h. inhibition, % at 10 µM. 0.39% of 330,000 active. AID 2825;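 active = inhibition of 50% or more; inactive = inhibition below 50%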;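 also: plate controls were induced DMSO wells for no effect and uninduced yeast grown without galactose for full effect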
# TIM10 inh – growth inhibitors of TIM10 yeast strain; inhibition, % at 10 µM; S. cerevisiae TIM10 strain growth, BacTiter-Glo luminescence, 24 h; 1.4% of 330,000 active;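 active = inhibition of 40% or more at the single tested concentration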;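 also: wild-type TIM10 isogenic control strain grown at permissive 25 °C; 0% = DMSO yeast wells and 100% = minimal medium wells without yeast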
# APJ agonist – APJ receptor agonism. activation, % at 20 µM. CHO-K1 APJ PathHunter beta-arrestin, luminescence; 0% DMSO wells, 100% apelin. AID 2520. 0.11% of 330,000 active. P35414;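 active = activation more than six SD over the plate average, tested at 20 µM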;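 also: 0% = DMSO alone and 100% = apelin-13 at 10 nM; some results filed as inactive read as strong as hits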
# Target sequence (P35414 whole entry, looked up): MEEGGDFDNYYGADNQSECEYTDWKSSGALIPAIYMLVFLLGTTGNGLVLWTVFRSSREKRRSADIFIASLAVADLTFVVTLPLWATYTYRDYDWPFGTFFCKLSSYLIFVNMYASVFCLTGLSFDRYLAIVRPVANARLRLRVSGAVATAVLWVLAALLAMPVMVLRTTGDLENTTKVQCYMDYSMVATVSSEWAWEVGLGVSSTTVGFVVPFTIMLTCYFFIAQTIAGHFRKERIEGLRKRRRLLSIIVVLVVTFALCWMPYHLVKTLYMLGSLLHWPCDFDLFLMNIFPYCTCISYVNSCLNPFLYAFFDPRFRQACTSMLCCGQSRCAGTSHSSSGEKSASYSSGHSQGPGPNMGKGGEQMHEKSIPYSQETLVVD
#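 Test system: CHO-K1 APJ beta-arrestin complementation cell line | Compound: Single test compound dose, 20 µM final, 1% DMSO | Incubation: Compound 90 min 25 °C, reagent 1 h | Measured by: beta-gal luminescence | Read-out basis: APJ–arrestin association signal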
# tim23-1 inh – tim23-1 yeast growth inhibition. inhibition, % at 20 µM. 1.3% of 330,000 active. S. cerevisiae tim23-1 growth, BacTiter-Glo luminescence, 24 h. AID 463212;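 active = growth inhibition of the mutant yeast at or above 50%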;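 also: temperature-sensitive mutant grown at 25 °C; plate controls were DMSO-treated mutant yeast for no effect and medium wells lacking yeast for full effect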
# APJ antagonist – APJ receptor antagonism. P35414. 0.32% of 330,000 active. inhibition, % at 20 µM. AID 2521. CHO-K1 APJ beta-arrestin complementation, luminescence;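 active = inhibition above about 40% at 20 µM, limit read from the data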;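 also: cells challenged with 10 nM apelin-13 agonist together with compound; plate controls were apelin-13 plus DMSO wells for no effect and DMSO wells lacking apelin-13 for full effect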
# GRIN3A LBD mod – modulators (binders) of human NR3A ligand-binding domain; AID 1259313; Tm shift relative to glycine control, % at 25 µM; 2.5% of 340,000 active; NR3A LBD differential scanning fluorimetry, Tm shift; 0% = protein alone, 100% = glycine-bound protein;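 active = melting temperature shift of at least 10% of the positive control shift, at one fixed dose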
# * marks the source's active call; other numbers are inactive results; · = not tested or not shown. Outcome played no part in choosing rows; 7.2% or so of the library scored in one or more.
# A first look:
SMILES,beta cell repl,MPTP block,tim10-1 inh,NALP3 yeast inh,TIM10 inh,APJ agonist,tim23-1 inh,APJ antagonist,GRIN3A LBD mod
CCOC(=O)C1CCN(C(=O)c2ccc3c(c2)NC(=O)/C(=C\c2cccc(C)c2)S3)CC1,-5,-1.8,35,19,23,-1,28,4,-6
CN1CCc2c(sc3c2C(=O)NC(c2cn(Cc4ccccc4)c4ccccc24)N3)C1 (stereo not drawn),-6,2.0,26,39,17,-3,33,9,-6
CCn1c(CN2C(=O)CSc3ccccc32)n[nH]c1=S,0,1.7,12,13,-10,2,7,-3,-1
COc1ccc(N2CCN(c3ccc(NC(=O)c4ccc5c(c4)OCO5)cc3C#N)CC2)cc1,-4,1.1,17,-2,-13,3,8,-13,0
O=C(Cc1ccccc1)NNS(=O)(=O)c1ccc(F)cc1,-2,-1.7,-2,14,-6,-1,-5,5,0
CCSc1nnc(NC(=O)Cc2ccccc2OC)s1,2,-2.7,8,3,7,2,13,2,1
CC(NC(=O)COc1ccccc1)C(=O)N1CCN(c2ccc(F)cc2)CC1 (stereo not drawn),-2,-0.5,-5,2,-4,0,-4,0,-1
CC/C(O)=C1\C(=O)CCCC1=NCCc1nc2ccccc2[nH]1,-1,5.7,9,11,-8,-7,-5,-26,·
Cc1cc(C(=O)N2CCCC(Nc3ccccc3)C2)c2ccc(F)cc2n1 (stereo not drawn),5,0.2,19,20,3,-3,18,24,4
CCN1CCN(CCCNC(=O)c2ccc(/C=C3/Oc4ccccc4N(Cc4cccc(C)c4)C3=O)cc2)CC1,-4,-1.6,49*,12,-2,4,57*,34,-5
Cc1c(NC(=S)NC(=O)c2ccccc2)c(=O)n(-c2ccccc2)n1C,0,-1.7,-5,-2,9,3,11,5,-2
CCc1cccc(NS(=O)(=O)c2ccc3c(c2)CCC(=O)N3)c1,-1,1.9,17,8,-3,2,12,-28,3
O=C(NC1CCCCC1)C(c1ccc(F)cc1)N(Cc1ccccc1)C(=O)CN1C(=O)c2ccccc2S1(=O)=O (stereo not drawn),-5,2.0,-10,-12,-20,-3,-23,9,0
CCOc1ccc(NC(=O)CSc2nc(N)c(-c3ccccc3)c(=O)[nH]2)cc1,0,-1.4,5,7,-10,-2,12,14,-1
COc1ccc(/C=C/c2c([N+](=O)[O-])c(=O)n(C)c(=O)n2C)cc1,2,-0.1,24,26,18,-4,14,13,1

# The list itself, from the start:
SMILES,beta cell repl,MPTP block,tim10-1 inh,NALP3 yeast inh,TIM10 inh,APJ agonist,tim23-1 inh,APJ antagonist,GRIN3A LBD mod
CCOC(=O)C1CCN(C(=O)c2ccc3c(c2)NC(=O)/C(=C\c2cccc(C)c2)S3)CC1,-5,-1.8,35,19,23,-1,28,4,-6
CN1CCc2c(sc3c2C(=O)NC(c2cn(Cc4ccccc4)c4ccccc24)N3)C1 (stereo not drawn),-6,2.0,26,39,17,-3,33,9,-6
CCn1c(CN2C(=O)CSc3ccccc32)n[nH]c1=S,0,1.7,12,13,-10,2,7,-3,-1
COc1ccc(N2CCN(c3ccc(NC(=O)c4ccc5c(c4)OCO5)cc3C#N)CC2)cc1,-4,1.1,17,-2,-13,3,8,-13,0
O=C(Cc1ccccc1)NNS(=O)(=O)c1ccc(F)cc1,-2,-1.7,-2,14,-6,-1,-5,5,0
CCSc1nnc(NC(=O)Cc2ccccc2OC)s1,2,-2.7,8,3,7,2,13,2,1
CC(NC(=O)COc1ccccc1)C(=O)N1CCN(c2ccc(F)cc2)CC1 (stereo not drawn),-2,-0.5,-5,2,-4,0,-4,0,-1
CC/C(O)=C1\C(=O)CCCC1=NCCc1nc2ccccc2[nH]1,-1,5.7,9,11,-8,-7,-5,-26,·
Cc1cc(C(=O)N2CCCC(Nc3ccccc3)C2)c2ccc(F)cc2n1 (stereo not drawn),5,0.2,19,20,3,-3,18,24,4
CCN1CCN(CCCNC(=O)c2ccc(/C=C3/Oc4ccccc4N(Cc4cccc(C)c4)C3=O)cc2)CC1,-4,-1.6,49*,12,-2,4,57*,34,-5
Cc1c(NC(=S)NC(=O)c2ccccc2)c(=O)n(-c2ccccc2)n1C,0,-1.7,-5,-2,9,3,11,5,-2
CCc1cccc(NS(=O)(=O)c2ccc3c(c2)CCC(=O)N3)c1,-1,1.9,17,8,-3,2,12,-28,3
O=C(NC1CCCCC1)C(c1ccc(F)cc1)N(Cc1ccccc1)C(=O)CN1C(=O)c2ccccc2S1(=O)=O (stereo not drawn),-5,2.0,-10,-12,-20,-3,-23,9,0
CCOc1ccc(NC(=O)CSc2nc(N)c(-c3ccccc3)c(=O)[nH]2)cc1,0,-1.4,5,7,-10,-2,12,14,-1
COc1ccc(/C=C/c2c([N+](=O)[O-])c(=O)n(C)c(=O)n2C)cc1,2,-0.1,24,26,18,-4,14,13,1
Cc1cc[n+](C(C)C(=O)c2ccc(-c3ccccc3)cc2)cc1 (stereo not drawn),-7,-2.9,-119,30,-114,-1,-44,-1,1
O=C(NCc1ccc(F)cc1Cl)C1CCN(S(=O)(=O)N2CCCCC2)CC1,-3,0.7,17,19,-12,1,-2,14,-4
Cc1ccccc1-c1nnc(SCCC(=O)N2CCOCC2)o1,-1,0.3,14,14,-6,-2,9,-25,1
Cc1onc(-c2ccccc2Cl)c1C(=O)N(C)C1CCCCC1,-6,1.0,18,0,-6,-3,15,10,1
O=C(CSc1nnc(-c2cccnc2)n1-c1ccccc1)Nc1ccccc1,-3,-1.7,1,-11,6,2,13,12,1
COc1ccc(NC(=O)CN(C)C(=O)c2cccc(S(=O)(=O)N3CCN(c4ccccc4)CC3)c2)cc1,-4,1.3,3,10,6,-2,-1,-1,-9
COc1ccc(NC(=O)CN(C)C(=O)c2ccc(NS(=O)(=O)c3cccc([N+](=O)[O-])c3)cc2)cc1,-3,-1.0,-17,11,-9,7,2,-37,-8
Cc1onc(-c2ccccc2Cl)c1C(=O)NNC(=O)c1ccc(F)cc1,0,-1.4,-9,19,-6,0,7,-7,-3
Cc1cc(=O)oc2cc(OCC(=O)NCCCN3CCCC3=O)ccc12,-2,0.4,-3,4,0,-1,1,1,1
Cc1cc(C)n2nc(C(=O)N3CCN(c4ccc([N+](=O)[O-])cc4)CC3)nc2n1,-4,-0.1,20,0,-5,3,1,-14,-1
CCOC(=O)c1c(NC(=O)C2COc3ccccc3O2)sc2c1CCN(Cc1ccccc1)C2 (stereo not drawn),0,1.5,25,13,20,-2,21,10,0
CCC(C)c1ccccc1N1CC(C(=O)N2CCN(S(=O)(=O)c3cccc([N+](=O)[O-])c3)CC2)CC1=O (stereo not drawn),-3,-0.7,-19,13,-2,0,-13,-3,1
Cc1oc2c(C)c(O)ccc2c(=O)c1N1C(=O)c2ccccc2C1=O,-2,1.1,4,5,-14,-5,15,14,1
Cn1c2c(c(=O)n(C)c1=O)C(CC(=O)Nc1ccccc1)C(=O)N2 (stereo not drawn),1,0.1,-2,11,-1,-4,3,-11,-1
COc1cccc(C2N(c3ccc(Cl)cc3)C(=O)C3CCCN32)c1 (stereo not drawn),-5,-1.5,5,27,-2,-5,17,14,0
COC(=O)C1=C(N)OC2=C(C(=O)CCC2)C1c1cccs1 (stereo not drawn),1,-0.4,10,-4,1,-2,1,-4,0
CN(Cc1ccccc1)C(=O)CCC1CCN(C(=O)CC2=CCCCC2)CC1,-2,-1.2,19,7,5,-1,8,-5,0
Cc1ccc(OCc2nc(C#N)c(NCc3ccco3)o2)cc1,-1,-0.6,21,28,11,1,5,-3,0
O=C(Cn1ccsc1=NC(=O)C(F)(F)F)c1ccccc1,-2,1.1,21,10,9,0,14,1,-3
CC(C)=CCN1CCN(CCCn2cccn2)CC1CCO (stereo not drawn),-3,1.7,16,6,-6,-2,-1,8,0
CC(C)N(CCNC(=O)c1nn(Cc2ccccc2)c(=O)c2ccccc12)C(C)C,-2,1.2,-5,8,2,-6,-7,-26,·

# Next part (two carried over from the part before).
SMILES,beta cell repl,MPTP block,tim10-1 inh,NALP3 yeast inh,TIM10 inh,APJ agonist,tim23-1 inh,APJ antagonist,GRIN3A LBD mod
CC(C)=CCN1CCN(CCCn2cccn2)CC1CCO (stereo not drawn),-3,1.7,16,6,-6,-2,-1,8,0
CC(C)N(CCNC(=O)c1nn(Cc2ccccc2)c(=O)c2ccccc12)C(C)C,-2,1.2,-5,8,2,-6,-7,-26,·
COc1cc2[nH]c(C(=O)Nc3ccc4c(c3)OCCO4)cc2c(OC)c1OC,-2,-1.0,-31,-3,-9,0,-18,0,-1
COc1ccc(S(=O)(=O)NC(C)C)cc1-n1cnnn1,-2,-1.6,2,-10,-11,-2,3,-34,-1
COc1ccc(CCC(=O)N/N=C\c2cccs2)cc1,0,1.1,-47,21,-13,-2,26,7,-4
O=C(CCN1CCCCC1)NNC(=O)C12CC3CC(CC(C3)C1)C2,-2,-0.6,-1,8,9,3,6,4,0
CCC(C)NCCOCCOc1ccc(Cl)c(C)c1C (stereo not drawn),0,1.6,16,22,-5,-1,3,-1,0
COc1cc2ccccc2cc1C(=O)Nc1ccc(Br)cn1,-4,-0.1,-7,18,-1,2,4,7,2
COc1cc(OC)nc(NC2OC(=O)c3ccccc32)n1 (stereo not drawn),4,2.1,7,6,-14,-2,11,7,0
O=C(NC1=NCCS1)c1ccc(OCC2CCCO2)cc1 (stereo not drawn),-1,0.1,11,6,8,-4,2,9,2
O=C1C(c2ccc(F)cc2)N(Cc2ccc3c(c2)OCO3)C(=O)CN1C1CCCC1 (stereo not drawn),0,-0.3,29,3,15,-5,27,-1,-1
Cc1nc(N2CCN(S(=O)(=O)c3cccc4nonc34)CC2)c2c3c(sc2n1)CCCC3,-5,0.9,34,-5,26,-5,36,17,-1
Cc1nc(SCc2nc3c(O)cccc3[nH]2)c2oc3ccccc3c2n1,1,1.7,9,9,6,-3,14,15,-6
CCC(C)NC(=O)Cn1ccc2cc(S(=O)(=O)N3CCCCCC3)ccc21 (stereo not drawn),-1,-1.6,12,-6,-1,5,17,-7,1
COc1ccc(N2C(=O)CSC2c2cccs2)cc1 (stereo not drawn),0,1.8,17,0,17,5,11,4,1
COc1ccc(OCCCC(=O)N2CCCc3ccccc32)cc1,0,0.9,10,8,-11,-4,-17,9,0
O=C(NCc1ccc(N2CCCC2=O)cc1)c1cccc(Cl)c1,0,0.9,6,1,-5,0,-1,-12,-2
CC(C)[C@H](NC(=O)c1ccccc1)C(=O)OCC(=O)N1CC2(C)CC1CC(C)(C)C2 (stereo partly drawn),-2,-3.8,9,10,19,-3,29,4,1
CC(C)(C)c1ccc(C(=O)c2c[nH]c(C(=O)O)c2)cc1,-2,0.8,3,3,0,0,-36,-8,0
Cc1ccc(NC(=O)c2cc(=O)c3ccccc3o2)cc1S(=O)(=O)N1CCOCC1,0,1.4,-1,6,3,0,17,10,0
O=C(Nc1cccc(S(=O)(=O)Nc2ccc(SC(F)F)cc2)c1)C1CCC1,-5,4.5,1,8,-15,-2,-9,-3,4
COCC(C)n1c(C)cc(C(=O)COC(=O)c2ccc3c(c2)NC(=O)CS3)c1C (stereo not drawn),4,1.3,31,9,30,4,30,-3,-2
O=C(c1cccc(C(F)(F)F)c1)N1CCCC1,2,0.1,3,8,7,-3,-3,-2,-2
COc1ccc2[nH]c(=O)cc(C(=O)O)c2c1,0,-1.5,15,20,6,0,5,-4,1
COc1cccc(OC)c1C(=O)Nc1ccc(S(=O)(=O)N2CCCCC2)cc1,-1,-0.7,30,13,10,-2,25,-2,-1

# Compound activity deposited in PubChem by Sanford-Burnham Center for Chemical Genomics.
